dFosB act = mouse delta FosB homodimer activation; P13346; purified delta FosB, TAMRA-CDK5 oligo fluorescence polarization; percent of positive-control signal above neutral wells; activation, % at 25 µM; 340,000 tested, 0.99% active; AID 493131;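 active = mean activation above about 17%, with every replicate also reaching it, limit read from the data, passing the limit was not always enough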;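 note: fluorescence polarization rise as delta FosB binds a TAMRA Cdk5 AP-1 oligo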
CDK5 p35 inh = blocks human CDK5/p35 kinase activity. Q00535+Q15078. Recombinant CDK5/p35, ADP-Glo luminescence, 60 min. inhibition, % at 10 µM. 330,000 tested, 0.01% active;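 active = highest replicate inhibition of at least 50% and at least 75% of replicates reaching 50%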;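 note: plate controls were DMSO neutral control for no effect and GW8510 at 10 µM for full effect; many of its hits are not listed in these tables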
PKA-R1A activ = activates the PKA-R1A holoenzyme complex; 340,000 tested, 0.083% active; P00514+P68181; activation, % at 11.4 µM; PKA-R1A dissociation, Cy5-IP20 fluorescence polarization; scaled: DMSO 0%, 113 µM cGMP 100%;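 active = percent activation above the mean of all tested compounds plus 3 SD, cut at about 19% in these data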;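 note: higher means more PKAc released from R1A so a rise in polarization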
PKA-R2B act = activators of human PKA-R2B complex. P22694+P31323. PKA-R2B holoenzyme dissociation, Cy5-IP20 fluorescence polarization; R2B truncated from residue 108, S112A mutant; 0% DMSO only, 100% 113 µM cGMP. activation, % at 11.4 µM. 340,000 tested, 0.079% active. AID 504700;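 active = activation above a cutoff set at the mean over all compounds plus 3 SD, cut at about 18% in these data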;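 note: higher means more holoenzyme dissociation and a rise in polarization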
NSD2 HMT inh = NSD2 (human) methyltransferase inhibition; AID 743445; O96028; inhibition, % at 12.5 µM; NSD2 peptide methylation, AlphaScreen, 120 min; 310,000 tested, 0.54% active; in the data active = inhibition above about 50%
Pemphigus Ab inh = human desmoglein-3 autoantibody binding inhibition; DSG3-coupled beads, scFv-anti-DSG3-GFP binding, flow cytometry; hits give low values; binding (percent of control), % at 10 µM; 310,000 tested, 0.48% active; AID 588358;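 active = binding more than 3 SD below its plate's average and above zero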;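 note: hits lower antibody fragment binding to DSG3; some compounds called inactive have numbers as strong as hits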
Target sequence (P32926 whole entry, looked up, the tested form may be a part): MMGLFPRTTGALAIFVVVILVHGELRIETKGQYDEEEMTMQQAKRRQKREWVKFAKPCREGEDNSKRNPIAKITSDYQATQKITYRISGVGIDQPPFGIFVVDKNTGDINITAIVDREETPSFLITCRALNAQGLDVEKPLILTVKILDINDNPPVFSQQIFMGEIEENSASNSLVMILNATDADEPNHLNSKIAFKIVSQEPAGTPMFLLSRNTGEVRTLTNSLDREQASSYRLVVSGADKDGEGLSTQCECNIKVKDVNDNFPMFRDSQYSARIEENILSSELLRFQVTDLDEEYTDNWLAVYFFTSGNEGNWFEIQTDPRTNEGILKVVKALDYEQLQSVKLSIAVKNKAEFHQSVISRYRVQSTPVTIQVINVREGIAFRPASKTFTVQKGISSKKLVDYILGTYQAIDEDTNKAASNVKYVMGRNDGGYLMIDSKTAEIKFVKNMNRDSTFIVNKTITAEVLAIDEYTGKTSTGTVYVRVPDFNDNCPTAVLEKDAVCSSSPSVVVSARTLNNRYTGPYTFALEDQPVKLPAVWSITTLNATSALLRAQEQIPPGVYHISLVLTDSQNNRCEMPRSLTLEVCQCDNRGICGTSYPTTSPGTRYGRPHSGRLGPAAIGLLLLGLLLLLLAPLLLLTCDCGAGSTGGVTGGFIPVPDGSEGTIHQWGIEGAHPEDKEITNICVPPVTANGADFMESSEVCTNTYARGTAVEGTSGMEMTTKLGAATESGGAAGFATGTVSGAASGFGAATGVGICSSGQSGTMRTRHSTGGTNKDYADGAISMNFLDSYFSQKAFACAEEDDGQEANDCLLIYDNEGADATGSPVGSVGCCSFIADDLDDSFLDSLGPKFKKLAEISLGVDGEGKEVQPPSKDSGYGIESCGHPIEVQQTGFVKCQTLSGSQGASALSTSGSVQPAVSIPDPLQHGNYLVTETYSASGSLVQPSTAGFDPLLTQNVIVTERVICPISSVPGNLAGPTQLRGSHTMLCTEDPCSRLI
Mot1-301 SUMO = blocks SUMOylation pathway, rescuing yeast Mot1-301 growth; AID 2716; growth rescue, % at 18.8 µM; S. cerevisiae Mot1-301 growth rescue, ATP luminescence, 38.5C; percent above DMSO median, 100 means doubled; 320,000 tested, 1% active;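 active = every valid replicate shows activation above 250% relative to neutral control wells; inactive = the rest, any valid replicate at or below 250%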;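 note: OY570 slx delta 5 strain wells were the positive control but not used for scaling; some compounds called inactive have numbers as strong as hits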
Arr AP2 block = inhibitors of human beta-arrestin and AP2 interaction; FITC-arrestin peptide / GST-AP2 beads, flow cytometry; AP2 beta2 appendage carries R879A mutation; inhibition, % at 10 µM; 340,000 tested, 0.31% active; AID 504490;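 active = inhibition above a set limit, near 3 SD of compounds lacking own fluorescence, cut at about 54% in these data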;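 note: plate controls were DMSO wells for no effect and 5 µM unlabelled arrestin peptide for full effect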
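system = GST-tagged AP2 beta2-adaptin appendage (R879A) on 4 µm glutathione beads | reagent = FITC-labelled arrestin peptide probe, 50 nM final | schedule = compound with beads 12 min RT, then probe 1 h RT | signal = HyperCyt-sampled flow cytometry, FL1 channel, ex 488/em 535 nm | read-out = percent response from loss of bead-bound FITC fluorescence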
SR-BI DiI-HDL act = activators of SR-BI mediated HDL lipid uptake; 320,000 tested, 0.096% active; activation, % at 12.5 µM; CHO ldlA[mSR-BI] cells, DiI-HDL uptake fluorescence, 3 h; 100 = double the neutral-control signal;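 active = mean replicate activation of at least 60% and every replicate at or above 60%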;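 note: 0% = median plate neutral-control signal and 100% = twice that signal; values of inactives mirror those of a sister screen read the other way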
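Assay system: CHO ldlA[mSR-BI] cells, LDL receptor-null, SR-BI overexpressing; medium: Ham's F12 with 0.5% BSA, HEPES 25 mM, pH 7.4; also added: DiI-HDL 10 µg/mL; timing: 3 h uptake period with compound, 37 °C; signal: DiI fluorescence, bottom read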
MITF TRPM1 HTS = increases MITF-driven TRPM1 promoter luciferase signal | activation, % at 12.5 µM | 300,000 tested, 0.75% active | AID 588334 | SK-MEL-5 TRPM1-promoter luciferase, 24 h; % of positive control, neutral wells = 0;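 active = mean activation of at least 80% with every replicate also reaching 80%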;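 note: 0% = neutral control wells and 100% = parthenolide positive control wells; values of inactives mirror those of a sister screen read the other way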
SR-BI HDL uptake = mouse SR-BI HDL lipid transfer inhibition; 320,000 tested, 0.96% active; AID 488896; ldlA[mSR-BI] CHO cells, DiI-HDL uptake fluorescence, 3 h; Q61009; inhibition, % at 12.5 µM;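 active = mean replicate inhibition of at least 70% and a set share of replicates each scoring 70 or more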;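 note: 0% = median of neutral control wells and 100% = median of positive control wells; values of inactives mirror those of a sister screen read the other way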
Numbers without * were called inactive; . = not tested or not shown; & = joins results of further samples.

Every second line gives: dFosB act	CDK5 p35 inh	PKA-R1A activ	PKA-R2B act	NSD2 HMT inh	Pemphigus Ab inh	Mot1-301 SUMO	Arr AP2 block	SR-BI DiI-HDL act	MITF TRPM1 HTS	SR-BI HDL uptake
O=C(NC(=S)Nc1ccc(N2CCN(C(=O)c3ccccc3)CC2)cc1)c1cccs1
    4	-0.9	1	-7	11	113	-14	-22	-42	-26	42
O=C(Nc1ccc(NC(=O)c2ccccc2)nc1)c1ccncc1
    -5	-1.4	-14	-4	-2	92	-12	9	-10	12	10
Cc1cc(C)cc(OCC(=O)OCC(=O)NC2CC2)c1
    -1	1.4	-1	-1	0	120	-2	4	6	-4	-6
CCN1C(=O)C(CC(=O)Nc2ccc(Br)cc2)N(CCCc2ccccc2)C1=S (centres undefined)
    -10	0.1	-12	-9	-5	104	0	6	-9	-10	9
Cc1cc(O)cc(O)c1-c1onc(C(F)(F)F)c1-c1cscn1
    3	0.9	-7	4	4	106	0	1	-16	-18	16
COc1cccc(NC(=S)N(CCCN2CCOCC2)C(C)c2cc3cccc(OC)c3o2)c1 (centres undefined)
    5	-1.0	-11	-13	7	104	78	38	.	3	.
O=C(c1cc(COc2c(F)cccc2F)on1)N1C[C@H]2CC[C@H]1C2
    -8	2.1	7	-2	-3	113	78	4	18	71	-18
COC(=O)c1cccc(NC(=O)CN2CCN(c3ccc(OC)cc3)CC2)c1
    -1	0.5	11	6	1	.	10	7	8	.	-8
CN(c1ccccc1)S(=O)(=O)c1cc(C(=O)c2nccn2C)ccc1Cl
    -7	-1.1	-13	5	-4	84	-12	14	4	7	-4
COC(=O)c1ccc(C)c(NC(=O)CSc2nnc3ccccn23)c1
    2	1.3	-8	-4	1	108	-5	1	22	-1	-22
COc1cccc(OC)c1C(=O)Nc1ccc(N2CCCC2)cc1
    1	0.9	1	-8	0	115	2	30	0	.	0
COc1ccc(-c2nnc(SCc3c(C)noc3C)o2)cc1
    0	1.7	0	-4	-3	104	-23	24	6	21	-6
COc1ccc(CN2CCNC(=O)C2CC(=O)NCc2cc(C)n(C)n2)c(F)c1 (centres undefined)
    -6	0.1	0	3	1	104	273	-2	-6	15	6
C#CC1(NC(=O)NC(C)C)CCCCC1
    -6	0.3	2	-6	-2	97	-4	6	4	0	-4
O=C(OCn1nnc2ccccc2c1=O)c1ccc(Br)o1
    -5	-1.9	8	-10	-1	.	7	5	15	-3	-15
CCc1ccc(NC(=S)Nc2cccc(OC)c2)cc1
    0	1.7	-10	2	-3	106	28	18	-11	16	11
Cc1cccc2cc(CN(Cc3ccco3)C(=O)NC3CCCCC3)c(=O)[nH]c12
    -10	-0.1	2	4	3	102	27	27	-13	4	13
CC(=O)Nc1ccc(S(=O)(=O)N(C)CC(=O)NNC(=O)Cc2nc3ccccc3n2C)cc1
    -8	-0.5	-7	6	-1	92	-10	1	14	-3	-14
O=C(CN(C1CCCCC1)S(=O)(=O)c1ccc(Cl)cc1)N1CCOCC1
    -3	0.0	0	1	-1	.	-9	17	53	.	-53
Cc1ccc(-c2nc3cc(NC(=O)C(C)C)ccc3o2)cc1C
    -14	-2.0	-5	-8	-1	101	22	1	-25	-4	25
Cc1ccn2c(Nc3ccc4c(c3)OCO4)c(-c3ccc(O)cc3)nc2c1
    -4	-0.3	-5	-5	2	100	1	17	.	-3	.
Nc1ccc(-c2ccc(N)c([N+](=O)[O-])c2)cc1[N+](=O)[O-]
    -4	0.9	-8	6	0	84	37	-24	-41	-7	41
CCOC(=O)C1CCCN(S(=O)(=O)c2cc(Br)cc3c2N(C(=O)CC)CC3)C1 (centres undefined)
    -9	0.2	15	-3	.	106	251	17	20	3	-20
COCCCNC(=O)CCSc1ccc(C)cc1
    -3	0.3	-8	-7	1	101	-10	-1	12	1	-12
O=C(Nc1ccc2nccnc2c1)c1cnccn1
    -22	0.9	-1	-1	0	99	2	9	10	38	-10
Cc1ccc(C(NC(=O)C2CCCCC2)c2c(O)ccc3ccccc23)cc1 (centres undefined)
    -6	-3.3	2	-7	-4	101	0	5	-14	8	14
S=c1[nH]nc(COc2ccccc2)n1/N=C/c1cccnc1
    0	0.8	1	0	0	89	-5	1	20	0	-20
O=C(CN(Cc1ccco1)C(=O)c1nsc(Cl)c1Cl)NC1CCCCC1
    -2	0.0	-9	5	3	.	137	38	5	1	-5
CCN(CC)C(=O)c1sc(NC(=O)Cc2ccccc2)c(C#N)c1C
    -7	2.0	2	-2	-2	102	.	11	10	-2	-10
COc1ccc(NC(=O)CCCn2c(=O)c3sccc3n(Cc3cccc(C)c3)c2=O)cc1
    -7	1.2	7	6	-1	109	2	29	-4	8	4
O=C(C(=O)N1CCc2ccccc2C1)c1cn(CC(=O)N2CCOCC2)c2ccccc12
    -8	0.5	5	2	-3	107	13	4	7	3	-7
CC(C)COC(=O)C1C(=O)CC(C)(O)C(C(=O)OCC(C)C)C1c1cccnc1 (centres undefined)
    -6	1.7	-1	-4	1	97	5&144	-2	24	5	-24
CCc1nc(N)c(C#N)c(-c2cccc3ccccc23)c1C
    5	2.0	-12	-7	-8	110	10	1	-10	5	10
COc1ccccc1NC(=O)NC(=O)c1ccccc1
    3	0.3	4	-4	0	107	6	-10	-37	.	37
COCCCn1c(SCC(=O)N2CCOCC2)nnc1-c1ccco1
    2	-0.4	7	-1	0	96	2	32	9	0	-9
N#CCn1c(Cc2ccccc2)nc2ccccc2c1=O
    1	-0.3	5	2	6	114	-7	-2	31	.	-31
Cc1ccc(C(C(=O)NC(C)(C)C)N(Cc2cccnc2)C(=O)C(=O)NC2CCCCC2)o1 (centres undefined)
    -9	1.2	2	2	3	101	1	3	18	-2	-18
COc1ccc(C(=O)Nc2ccc3[nH]ccc3c2)cc1OC
    -1	-4.6	-5	5	51*	85*	-7	-4	-40	.	40
Cc1nn(CC(=O)NCc2ccccc2)c(C)c1[N+](=O)[O-]
    -3	0.5	-4	-3	-2	105	-10	17	10	-4	-10
C=CCOc1cccc(C2C(C(=O)c3cc4ccccc4o3)=C(O)C(=O)N2c2cc(C)on2)c1 (centres undefined)
    -1	-0.2	-5	2	1	92	-15	2	22	-6	-22
O=C(NCCCNCc1ccccc1)c1ccc(/C=N/O)nc1
    -2	-1.1	-1	-3	-13	101	4	3	0	.	0
COc1ccc(C2(c3ccc(OC)cc3)NC(=O)N(CC(=O)N3CCOCC3)C2=O)cc1
    -7	1.4	-6	-20	0	96	1	-20	17	6	-17
CCCN(CCC)Cc1c(C(=O)N/N=C/CCc2ccccc2)nnn1-c1nonc1N
    -19	2.4	-7	-11	-5	.	-10	3	0	-6	0
COc1ccc(-c2ccc3c(c2)S(=O)(=O)c2cccc(C(=O)NCc4cc(C)oc4C(F)(F)F)c2C3=O)cc1OC
    -5	-1.2	0	2	.	98	-7	-14	-56	-17	56
COc1ccc(NS(=O)(=O)c2ccc(C)c(C(=O)NNC(=O)c3csc(N4CCOCC4)n3)c2)cc1
    -7	1.1	-5	-11	-1	97	2	-2	-4	-10	4
Cc1ccc(C(C)C)c(OCC(=O)Nc2ccccc2N2CCN(C)CC2)c1
    -12	0.2	2	-2	13	113	0	3	-24	-11	24
Cc1occc1C(=O)Nc1ccc2c(c1)OCCO2
    5	3.3	-5	2	1	108	-33	-10	10	18	-10
Cc1ccc(N(CC(=O)NCC2CCCO2)C(=O)CNS(=O)(=O)c2ccc(Cl)cc2)cc1 (centres undefined)
    -4	0.8	-19	-2	10	96	390	28	.	.	.
CCOc1ccc(CCNC(=O)CCc2nnc3ccc(N4CCCC4)nn23)cc1OCC
    -15	0.2	-8	-8	.	108	-7	7	-13	-1	13
Cc1ccc(NS(=O)(=O)c2c(C)nc3sccn3c2=O)cc1C
    -7	0.1	-15	-5	.	103	9	0	26	-1	-26
NCCc1nnc(SCc2c(Cl)cccc2Cl)o1
    -6	-1.2	-7	0	0	.	0	3	6	.	-6

Part of the list above, with the structure last.
dFosB act | CDK5 p35 inh | PKA-R1A activ | PKA-R2B act | NSD2 HMT inh | Pemphigus Ab inh | Mot1-301 SUMO | Arr AP2 block | SR-BI DiI-HDL act | MITF TRPM1 HTS | SR-BI HDL uptake | SMILES
-1 | -4.6 | -5 | 5 | 51* | 85* | -7 | -4 | -40 | . | 40 | COc1ccc(C(=O)Nc2ccc3[nH]ccc3c2)cc1OC
-3 | 0.5 | -4 | -3 | -2 | 105 | -10 | 17 | 10 | -4 | -10 | Cc1nn(CC(=O)NCc2ccccc2)c(C)c1[N+](=O)[O-]
-1 | -0.2 | -5 | 2 | 1 | 92 | -15 | 2 | 22 | -6 | -22 | C=CCOc1cccc(C2C(C(=O)c3cc4ccccc4o3)=C(O)C(=O)N2c2cc(C)on2)c1 (centres undefined)
-2 | -1.1 | -1 | -3 | -13 | 101 | 4 | 3 | 0 | . | 0 | O=C(NCCCNCc1ccccc1)c1ccc(/C=N/O)nc1
-7 | 1.4 | -6 | -20 | 0 | 96 | 1 | -20 | 17 | 6 | -17 | COc1ccc(C2(c3ccc(OC)cc3)NC(=O)N(CC(=O)N3CCOCC3)C2=O)cc1
-19 | 2.4 | -7 | -11 | -5 | . | -10 | 3 | 0 | -6 | 0 | CCCN(CCC)Cc1c(C(=O)N/N=C/CCc2ccccc2)nnn1-c1nonc1N
-5 | -1.2 | 0 | 2 | . | 98 | -7 | -14 | -56 | -17 | 56 | COc1ccc(-c2ccc3c(c2)S(=O)(=O)c2cccc(C(=O)NCc4cc(C)oc4C(F)(F)F)c2C3=O)cc1OC
-7 | 1.1 | -5 | -11 | -1 | 97 | 2 | -2 | -4 | -10 | 4 | COc1ccc(NS(=O)(=O)c2ccc(C)c(C(=O)NNC(=O)c3csc(N4CCOCC4)n3)c2)cc1
